# High-throughput results as filed in PubChem.
# JMJD2A Tudor – blocks the human JMJD2A Tudor domain. AlphaScreen JMJD2A-Tudor / H3K4me3 peptide binding. Potency, µM (doses to about 114 µM), for inactives: top-dose activity change, negative = inhibition, actives largely listed as inhibitors. 390,000 compounds, 4.4% hits; further: on the % scale 0 is the no-effect control and ±100 the full control effect; nearly all actives have a fitted effect of over 50% in size
# POLI inh – inhibitors of human DNA polymerase iota | Pol iota fluorescent replication assay, 10 min | Potency, µM (highest dose often 115 µM), for the others: top-dose activity, negative = inhibition, actives largely listed as inhibitors | 390,000 compounds, 1% hits | Q9UNA4
#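 Fluorescent replication assay read twice, at 0 min and 10 min after adding 50 nM (final) substrate. Enzyme (10 nM) and compounds were first incubated 15 min at room temperature; enzyme-free buffer wells were negative controls.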
# Pin1 inhibitor – human Pin1 inhibition | Q13526 | Pin1 FP peptide displacement, HiFluor488, 10 min | Potency, µM (top dose mostly 115 µM), for inactives: top-dose activity, negative = inhibition, most hits filed as inhibitors | 390,000 compounds, 0.009% hits | AID 504891; active means well fitted inhibition curve with a large enough effect in the polarisation, with a control signal flat, not every such curve was filed as active; inconclusive means small, poorly fitted or top-dose-only effect, or effect the other way, or a change in a side signal; inactive means no such curve, though single readings can be large or run the other way; the % refers to the polarisation; further: on the % scale 0 is the no-effect control and ±100 the full control effect
# BLM inh – Bloom syndrome helicase (human) inhibition. P54132. recombinant BLM DNA unwinding, fluorescence dequenching. Potency, µM (titrated, usually from 56.1 µM), inactives show at the top dose activity change, negative = inhibition, most hits filed as inhibitors. 350,000 compounds, 0.2% hits. AID 2528;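 further: plate controls were vehicle for no effect and no enzyme for full effect; nearly all actives have a fitted effect of over 35% in size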
# Target sequence (P54132 whole entry, looked up): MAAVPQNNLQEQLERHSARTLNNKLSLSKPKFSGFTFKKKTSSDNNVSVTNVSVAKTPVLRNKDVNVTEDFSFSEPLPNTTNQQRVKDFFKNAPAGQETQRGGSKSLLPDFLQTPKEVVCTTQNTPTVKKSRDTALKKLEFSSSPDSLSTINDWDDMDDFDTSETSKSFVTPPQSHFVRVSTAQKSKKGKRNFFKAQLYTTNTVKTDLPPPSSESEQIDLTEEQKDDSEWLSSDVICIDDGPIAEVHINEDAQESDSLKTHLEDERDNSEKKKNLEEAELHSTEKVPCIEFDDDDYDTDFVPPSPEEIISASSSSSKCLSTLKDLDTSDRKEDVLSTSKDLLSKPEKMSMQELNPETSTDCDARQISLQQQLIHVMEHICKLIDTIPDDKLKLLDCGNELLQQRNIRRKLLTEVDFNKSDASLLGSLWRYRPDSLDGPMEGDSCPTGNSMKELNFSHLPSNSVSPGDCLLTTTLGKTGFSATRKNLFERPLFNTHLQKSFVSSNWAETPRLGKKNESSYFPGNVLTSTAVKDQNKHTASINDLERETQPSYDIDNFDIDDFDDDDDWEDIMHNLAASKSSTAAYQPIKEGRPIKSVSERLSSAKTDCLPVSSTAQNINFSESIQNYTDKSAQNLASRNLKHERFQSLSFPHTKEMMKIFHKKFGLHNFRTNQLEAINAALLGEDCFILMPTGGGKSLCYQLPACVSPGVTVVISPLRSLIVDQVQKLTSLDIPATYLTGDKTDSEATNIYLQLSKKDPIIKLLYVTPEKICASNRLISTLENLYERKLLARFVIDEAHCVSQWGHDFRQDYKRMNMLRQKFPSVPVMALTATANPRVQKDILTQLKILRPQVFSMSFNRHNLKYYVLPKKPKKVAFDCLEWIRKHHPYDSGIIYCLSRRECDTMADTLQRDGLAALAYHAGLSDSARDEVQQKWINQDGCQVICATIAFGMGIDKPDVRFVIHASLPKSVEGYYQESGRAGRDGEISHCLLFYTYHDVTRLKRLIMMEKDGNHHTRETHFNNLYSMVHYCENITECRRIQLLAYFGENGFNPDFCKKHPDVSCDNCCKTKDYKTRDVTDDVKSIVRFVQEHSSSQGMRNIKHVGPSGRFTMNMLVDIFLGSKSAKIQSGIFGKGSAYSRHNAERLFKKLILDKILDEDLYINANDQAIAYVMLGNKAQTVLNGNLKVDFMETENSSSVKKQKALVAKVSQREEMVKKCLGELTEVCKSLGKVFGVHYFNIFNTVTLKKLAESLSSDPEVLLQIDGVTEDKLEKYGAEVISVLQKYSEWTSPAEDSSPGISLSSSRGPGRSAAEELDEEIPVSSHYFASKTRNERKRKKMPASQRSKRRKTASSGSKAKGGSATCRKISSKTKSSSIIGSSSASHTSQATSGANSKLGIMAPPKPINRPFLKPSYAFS
# BAZ2B block – blocks human BAZ2B. Potency, µM (highest dose often 114 µM), for the others: at the highest dose activity change, negative = inhibition, most hits filed as inhibitors. AlphaScreen BAZ2B-H3K14Ac peptide displacement. AID 504333. 360,000 compounds, 4.4% hits; further: on the % scale 0 is the no-effect control and ±100 the full control effect; nearly all actives have a fitted effect of over 60% in size
#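 Inhibition is scored as reduced AlphaScreen emission. The BAZ2B/b-H3(5-23)K14Ac complex (50 nM each) in PBS pH 7.4, 0.01% Tween-20 meets compound (up to 110 uM) for 30 min at RT before bead addition.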
# HP1b chromo inh – blocks HP1-beta chromodomain binding to methylated histone tails. P83916. AlphaScreen HP1-beta / biotin-H3K9me3 peptide binding. Potency, µM (top dose mostly 114 µM), without a hit: at the top dose activity change, negative = inhibition, most hits filed as inhibitors. 390,000 compounds, 0.56% hits; further: nearly all actives have a fitted effect of over 70% in size; inactives centre near 23
#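 HP1-beta protein (50 nM final) preincubated 30 min at room temperature with biotinylated H3(1-18)K9me3 peptide (50 nM) in PBS pH 7.4, 0.01% Tween-20, then compound added for 30 min. AlphaScreen streptavidin donor/nickel chelate acceptor beads (10 ug/mL final), 30 min dark, luminescence read.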
# GLS inh – glutaminase GLS (human) inhibition | O94925 | GLS enzymatic activity, qHTS titration | Potency, µM (series often up to 45.5 µM), without a hit: top-dose activity change, negative = inhibition, usual class: inhibitors | 410,000 compounds, 0.21% hits; further: on the % scale 0 is the no-effect control and ±100 the full control effect
#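 Coupled fluorescence readout: glutamate oxidase/HRP/Amplex Red detect glutamate formed by hKGA from L-glutamine (1 mM solution added). Buffer 45 mM KH2PO4 pH 8.2, 0.02% Tween-20; reads at t0 and 30 min RT.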
# G9a inh – inhibitors of human histone lysine methyltransferase G9a; Q96KQ7; G9a H3K9 monomethylation, AlphaScreen, 2 h; Potency, µM (series often up to 102 µM), without a hit: top-dose activity, negative = inhibition, actives largely listed as inhibitors; 350,000 compounds, 8.8% hits; AID 504332; further: on the % scale 0 is the no-effect control and ±100 the full control effect; nearly all actives have a fitted effect of over 75% in size
#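 Signal arises when biotinylated H3K9 peptide, once monomethylated, bridges streptavidin donor and antibody-captured acceptor beads. Enzyme at 20 nM was preincubated 15 min with test compounds; peptide 500 nM and SAM 20 uM then reacted for 2 h.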
# Tb PGK inh – blocks T. brucei phosphoglycerate kinase; P07378; PGK/GAPDH coupled, Kinase-Glo luminescence, 60 min; Potency, µM (top dose mostly 57.5 µM), without a hit: at the highest dose activity change, negative = inhibition, actives largely listed as inhibitors; 380,000 compounds, 0.043% hits; AID 602233; further: on the % scale 0 is the no-effect control and ±100 the full control effect; nearly all actives have a fitted effect of over 60% in size
#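 Recombinant glycosomal PGK reaction used 1,3-bisphosphoglycerate generated in-well by GAPDH (100nM final) in 100mM TEA pH 7.6, 5mM MgCl2, 0.01% Tween-20. After 60 minutes at room temperature, ATP was read by Kinase-Glo Plus luminescence end-point.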
# Starred values were filed as active, the others as inactive; i = inactive; u = inconclusive; x = no result given; [ ] = another dose, or the depositor's remark. Unless noted, the call rests on the fitted dose curve; in most records, active means well fitted curve in the direction sought with a large enough effect; inconclusive means small, poorly fitted or top-dose-only effect, or another doubt; inactive means no such curve, though single readings can be large; an effect the other way counts as inactive or inconclusive. Potency means the concentration at half of the fitted maximal effect. Only part of the results is shown, so the mix of outcomes need not match the whole.
JMJD2A Tudor | POLI inh | Pin1 inhibitor | BLM inh | BAZ2B block | HP1b chromo inh | GLS inh | G9a inh | Tb PGK inh | smiles
79µM* | 3% | 0% | 5% | -9% | u | 4% | -13%[59 µM] | -3% | COC(=O)c1c(NC(=O)CSc2nnc(-c3ccco3)n2C)sc(C)c1C
-3% | 11% | -5% | 0% | 4% | 37% | 0% | u | -9% | CC(C)CNC(=O)c1cccc(NC(=O)c2ccccc2-c2ccccc2C(=O)O)c1
-8% | -4% | -3% | 1% | 5% | 39% | -8% | 20%[59 µM] | -5% | O=C(c1ccco1)N1CCN(S(=O)(=O)c2cccc3nsnc23)CC1
-1% | 149%[activator] | 1% | 1% | 6%[0.457 µM] | 55%[activator] | -6% | x | -8% | CCOCCCn1c(SCC(=O)Nc2ccccc2)nc2ccccc2c1=O
-24% | 28% | 3% | x | 3% | 30% | -1% | 7%[12.7 µM] | i | COC(=O)[C@@]12OC[C@]34[C@H]([C@@H](O)[C@@H]1O)[C@@]1(C)C(=O)C(O[C@@H]5OC(CO)[C@@H](O)[C@@H](O)[C@@H]5O)=C[C@@H](C)[C@@H]1C[C@H]3OC(=O)[C@H](OC(=O)/C=C(\C)C(C)(C)OC(C)=O)[C@@H]24 (some centres undefined)
-16% | -2% | 0% | 1% | -10% | 2% | 0% | 6%[59 µM] | -9% | CCOc1ccc(CNC(=O)COc2cc(=O)n(C)c3ccccc23)cc1
u | 104%[activator] | -7% | -12% | 5% | 82%[activator] | -9% | -40% | -7% | Cc1cc2c(sc3ccccc32)c(C)n1
8%[11.4 µM] | 1% | 0% | -2% | x | -7% | 3% | -14%[59 µM] | 1% | O=c1c(-c2ccc(Cl)cc2)coc2c(CN3CCOCC3)c(O)ccc12
71µM* | 132%[activator] | -5% | -13% | -21% | -7% | -4% | -35% | -7% | CCc1ccccc1NC(=O)COc1ccc(C(=S)N2CCCC2)cc1
-17% | -6% | 0% | 2% | -19% | -13% | 2% | -37% | -2% | O=C(C[n+]1ccc(C(=O)c2ccccc2)cc1)Nc1ccc(C(F)(F)F)cc1
-4% | 6% | 1% | 0% | u | 23% | 6% | -31% | -10%[11.5 µM] | COc1ccc2occ(C(C)=O)c2c1
50µM* | 0% | -8% | 0% | -26% | 62%[activator] | -14% | 40µM* | -7% | CCOC(=O)N1CCN(C(=O)c2ccc3c(=O)n(CC4CCCO4)c(=S)[nH]c3c2)CC1 (centres undefined)
-23% | -4% | -3% | -8% | 3%[57.1 µM] | 31% | 5% | -3% | i | O=C1C2C3c4ccccc4C(c4ccccc43)C2C(=O)N1c1nc(-c2ccccc2)cs1 (centres undefined)
0% | 92%[activator] | 0% | 6% | 12% | 36% | -3% | 11% | 6% | CCOC(=O)CCNC(=O)N1CCCC(C(=O)c2cccc(OC(C)C)c2)C1 (centres undefined)
25µM* | -3% | -10% | 2% | u | u | 1% | 40µM* | -3% | c1ccc(CCCN2CCN(c3ccccn3)CC2)cc1
-7% | u | 23% | -9% | -28% | 6% | 13% | u | -1% | CC(=O)Nc1ccc(S(=O)(=O)NCc2ccc(C(=O)NCCN3CCCCCC3)cc2)cc1
2% | 31% | -4% | -1% | -23% | 34% | 0% | x | 6% | CC(C)(C)OC(=O)C(C)(C)O/N=C(\C(=O)O)c1csc(N)n1
-12% | -7% | 6% | -6% | -14% | 32% | -3% | 2%[59 µM] | i | CCOc1ccccc1Nc1sc(C(=O)c2ccc(Cl)cc2)c(N)c1C#N
3% | 11% | 6% | x | 9% | 21% | -2% | 13%[59 µM] | 4% | Cc1ccc(C)c(-c2csc(NC(=O)c3c(C)noc3C)n2)c1
-9% | -21% | -1% | 1% | -26% | 12% | 2% | -17%[59 µM] | -4% | CCCN(c1c(C)n(C)n(-c2ccccc2)c1=O)S(=O)(=O)c1ccc(C)cc1

# The final two entries of the part before come first, to join the parts.
JMJD2A Tudor | POLI inh | Pin1 inhibitor | BLM inh | BAZ2B block | HP1b chromo inh | GLS inh | G9a inh | Tb PGK inh | smiles
3% | 11% | 6% | x | 9% | 21% | -2% | 13%[59 µM] | 4% | Cc1ccc(C)c(-c2csc(NC(=O)c3c(C)noc3C)n2)c1
-9% | -21% | -1% | 1% | -26% | 12% | 2% | -17%[59 µM] | -4% | CCCN(c1c(C)n(C)n(-c2ccccc2)c1=O)S(=O)(=O)c1ccc(C)cc1
-17% | 14% | 1% | -1% | -1% | 38%[activator] | -23% | -60% | -6% | Cc1cccc(N2C(=O)CC(N3CCN(c4ccccc4)CC3)C2=O)c1 (centres undefined)
-3% | 30% | -5% | -9% | -31% | 1% | 6% | 50µM* | 0% | FC(F)Oc1ccc(NC(=S)NCc2ccco2)cc1Cl
-4% | 29% | -6% | 1% | -2% | 23% | -4% | 7% | -5% | Cc1c(NC(=O)COc2c(F)c(F)c(F)c(F)c2F)c(=O)n(-c2ccccc2)n1C
-7% | -7% | 14% | -12% | -29% | 27% | 8% | -2% | -8% | COc1cc(OC)c(NC(=O)CCCNC(=O)Cn2cnc3sc(C)c(C)c3c2=O)cc1Cl
40%[activator] | -3%[58.9 µM] | -1% | 4.5µM* | 71%[activator] | 106%[activator] | -1% | 237%[activator] | i | CC1(C)C2CCC(C2)C1(C)N=C1OC(CCl)CS1 (centres undefined)
-11% | 7% | u | 4% | 14% | 44%[activator] | 16% | 6%[59 µM] | i | O=c1[nH]c(C2CCCN(S(=O)(=O)c3ccccc3)C2)nc2c1nnn2Cc1ccccc1F (centres undefined)
-16% | u | 59%[activator] | -1% | -2% | 62%[activator] | -18% | -5% | 5% | Cc1ccc(OCc2ccc(C(=O)Nc3ccc(C(N)=O)cc3)o2)c([N+](=O)[O-])c1
-11% | 27% | -1% | x | 30% | 31% | -5% | 4%[12.7 µM] | -7% | Cc1ccc(CNC(=O)c2ccc(C)c(S(=O)(=O)N3CCCCC3)c2)cc1
-27% | 45µM* | -2% | -11% | u | -9% | 13% | -22% | 0% | CCN(CC(=O)NC(C)(C)C)Cc1cc(=O)n2c(-c3ccccc3)csc2n1
-14% | 76%[activator] | -9% | -3% | -28% | 27% | -5% | 40µM* | -3% | CCNc1oc(COc2ccccc2F)nc1C#N
-13% | -2% | 2% | -3% | -1% | 31% | 12% | 15%[59 µM] | 13% | CNC(=O)C1CCC(Cn2c(=O)c3sccc3n(CC(=O)Nc3ccc(C)c(F)c3)c2=O)CC1 (centres undefined)
-18% | 6% | -1% | 1% | -2% | 15% | -1% | 13% | i | COc1ccc(NC(=O)C(NC(=O)c2ccc(=O)[nH]c2)c2ccc(C)cc2)cc1 (centres undefined)
-5% | -9% | 28% | -6% | -3% | 18% | 0% | -13% | 0% | Cc1cccc(-c2noc(CNC(=O)c3ccc4c(c3)OCO4)n2)c1
-15% | 25% | -7% | -1% | -31% | 65%[activator] | 1% | -23%[59 µM] | -2% | O=c1[nH]c2ccc(NCc3ccc(-c4ccc(F)cc4)o3)cc2[nH]1
-6% | 71%[activator] | 11% | -1% | -5% | 46%[activator] | 3% | 35% | -4% | COc1ccc(-c2nc3c(-c4ccccc4)cnn3cc2C)cc1F
26% | -17% | u | x | 14% | 66%[activator] | -7% | 0% | -7% | Cc1ccnc(NC(=O)c2cc(-c3ccc(Cl)s3)nc3ccccc23)c1
-23% | 93%[activator] | -2% | x | x | 5% | 1% | x | -7% | O=C(c1ccc2ccccc2n1)N1CCN(S(=O)(=O)c2ccc(Cl)cc2)CC1

# Profiles, looked up by structure.
# CC1(C)C2CCC(C2)C1(C)N=C1OC(CCl)CS1 (centres undefined) is listed as JMJD2A Tudor: 40%[activator]; POLI inh: -3%[58.9 µM]; Pin1 inhibitor: -1%; BLM inh: 4.5µM*; BAZ2B block: 71%[activator]; HP1b chromo inh: 106%[activator]; GLS inh: -1%; G9a inh: 237%[activator]; Tb PGK inh: i
# COc1ccc(-c2nc3c(-c4ccccc4)cnn3cc2C)cc1F is listed as JMJD2A Tudor: -6%; POLI inh: 71%[activator]; Pin1 inhibitor: 11%; BLM inh: -1%; BAZ2B block: -5%; HP1b chromo inh: 46%[activator]; GLS inh: 3%; G9a inh: 35%; Tb PGK inh: -4%
# CCNc1oc(COc2ccccc2F)nc1C#N is listed as JMJD2A Tudor: -14%; POLI inh: 76%[activator]; Pin1 inhibitor: -9%; BLM inh: -3%; BAZ2B block: -28%; HP1b chromo inh: 27%; GLS inh: -5%; G9a inh: 40µM*; Tb PGK inh: -3%

# Part of the list above in another layout:
SMILES | JMJD2A Tudor | POLI inh | Pin1 inhibitor | BLM inh | BAZ2B block | HP1b chromo inh | GLS inh | G9a inh | Tb PGK inh
Cc1ccnc(NC(=O)c2cc(-c3ccc(Cl)s3)nc3ccccc23)c1 | 26% | -17% | u | x | 14% | 66%[activator] | -7% | 0% | -7%
CNC(=O)C1CCC(Cn2c(=O)c3sccc3n(CC(=O)Nc3ccc(C)c(F)c3)c2=O)CC1 (centres undefined) | -13% | -2% | 2% | -3% | -1% | 31% | 12% | 15%[59 µM] | 13%
Cc1c(NC(=O)COc2c(F)c(F)c(F)c(F)c2F)c(=O)n(-c2ccccc2)n1C | -4% | 29% | -6% | 1% | -2% | 23% | -4% | 7% | -5%
